# D1 agonist: activates the human D1 dopamine receptor; AID 504660; 360,000 tested, 1% active; P21728; HEK293 T-REx D1 cells, calcium flux, agonist mode; activation, % at 2 µM; further: 0% is about no effect
# Target sequence (P21728 whole entry, looked up): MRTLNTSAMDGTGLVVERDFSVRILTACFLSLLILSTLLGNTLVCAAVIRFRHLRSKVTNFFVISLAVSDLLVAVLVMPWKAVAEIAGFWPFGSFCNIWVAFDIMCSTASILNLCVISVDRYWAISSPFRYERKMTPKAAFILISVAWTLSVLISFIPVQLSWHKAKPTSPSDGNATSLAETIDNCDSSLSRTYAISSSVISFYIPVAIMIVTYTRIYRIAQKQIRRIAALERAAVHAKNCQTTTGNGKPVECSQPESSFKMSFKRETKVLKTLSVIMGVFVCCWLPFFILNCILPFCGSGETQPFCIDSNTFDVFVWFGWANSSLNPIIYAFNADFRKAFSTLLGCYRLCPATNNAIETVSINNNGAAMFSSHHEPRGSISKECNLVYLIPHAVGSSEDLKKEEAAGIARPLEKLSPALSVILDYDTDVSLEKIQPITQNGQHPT
#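 Agonism was scored from calcium flux recorded over 180 s (1 read/s) after pintool compound addition, following a 10-cycle baseline. Cells were inducible force-coupled HEK293 TREx D1, plated overnight at 30 C and loaded with no-wash calcium dye.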
# D1 PAM: potentiators of human D1 dopamine receptor | potentiation, % at 10 µM | HEK293 TREx D1 cells, calcium flux, dopamine EC20 potentiation | 360,000 tested, 0.036% active; in the data active means potentiation above about 30%; further: 0% is about no effect
# D1 antagonist: antagonists of human D1 dopamine receptor. P21728. activity change, negative = inhibition, % at 10 µM. 360,000 tested, 3.2% active. HEK293 TREx D1 cells, calcium flux, dopamine EC80; active compounds read low; in the data active means activity change below about -30%; further: on the % scale 0 is the no-effect control and ±100 the full control effect
#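 Antagonism measured as reduced calcium response to an EC80 dopamine addition following 180 s compound pre-read; cells were inducible HEK293 Trex D1 plated overnight at 30 C, read kinetically at 1 cycle/sec.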
# D2 potentiator: positive allosteric modulators of human D2 dopamine receptor; P14416; HEK293 T-REx D2, calcium flux, EC20 dopamine potentiation; potentiation, % at 10 µM; 340,000 tested, 0.34% active;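 active means potentiation over 3 SD above the plate norm, cut at about 30% in these data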; further: 0% is about no effect
# Target sequence (P14416 whole entry, looked up): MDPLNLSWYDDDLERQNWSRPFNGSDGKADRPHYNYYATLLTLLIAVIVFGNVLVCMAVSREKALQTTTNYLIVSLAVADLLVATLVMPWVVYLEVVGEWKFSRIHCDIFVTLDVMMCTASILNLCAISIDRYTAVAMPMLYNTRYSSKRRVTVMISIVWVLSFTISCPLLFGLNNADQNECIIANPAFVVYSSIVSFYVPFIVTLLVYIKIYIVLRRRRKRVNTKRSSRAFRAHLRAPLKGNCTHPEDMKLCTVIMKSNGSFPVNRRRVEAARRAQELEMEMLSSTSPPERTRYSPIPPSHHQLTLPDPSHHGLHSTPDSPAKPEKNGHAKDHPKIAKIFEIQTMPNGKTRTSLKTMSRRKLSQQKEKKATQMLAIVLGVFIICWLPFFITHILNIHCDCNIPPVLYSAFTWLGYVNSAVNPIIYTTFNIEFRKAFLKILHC
#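 Potentiation of an EC20 dopamine calcium response is measured in a force-coupled, tetracycline-inducible Hek293 Trex D2 line. Compound-only kinetic reads over 180 s flag agonists before dopamine addition.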
# TRHR ag: TRH receptor (human) agonism | P34981 | TRHR cells, calcium flux fluo-8, FDSS agonist mode | activation, % at 2 µM | 360,000 tested, 0.18% active | AID 493084; further: 0% is about no effect
#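 Steps: seed TRHR cells overnight; add fluo-8 no-wash Ca dye, RT 30 min–1.5 h; record 10 s baseline; pin-transfer compounds; monitor fluorescence 1 cycle/s for the agonist window. Calcium increases flag candidate agonists.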
# RXFP1 antagonist: RXFP1 (human) relaxin receptor antagonism | HEK293-RXFP1, relaxin-stimulated cAMP HTRF, 30 min; active compounds read low | 350,000 tested, 0.59% active | activity change, negative = inhibition, % at 57.5 µM | Q9HBX9;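 active means activity change of -60% or lower, but not beyond a set lower limit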; further: on the % scale 0 is the no-effect control and ±100 the full control effect
# D2 antag: D2 dopamine receptor (human) antagonism; HEK293 TREx D2 cells, calcium flux, dopamine EC80; inhibition, % at 10 µM; 340,000 tested, 2% active; in the data active means inhibition above about 30%; further: 0% is about no effect
#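 Inhibition of EC80 dopamine-driven calcium flux, recorded kinetically, defines activity here; cells are a tetracycline-induced HEK293 T-REx line expressing force-coupled D2.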
# D2 ag: D2 dopamine receptor (human) agonism | 340,000 tested, 0.53% active | activation, % at 2 µM | P14416 | HEK293 T-REx D2 cells, calcium flux agonist mode;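 active means activation over 3 SD above normal in the single-dose calcium agonist read, cut at about 30% in these data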; further: 0% is about no effect
#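 In this primary screen, compounds producing a positive calcium signal within 180 s of addition to tetracycline-induced, force-coupled HEK293 Trex D2 cells are flagged; cells are dye-loaded with a no-wash calcium kit beforehand.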
# TRHR PAM: TRH receptor (human) allosteric enhancement; P34981; TRHR cells, fluo-8 calcium fluorescence, EC20 TRH enhancement; enhancement, % at 2 µM; 360,000 tested, 0.66% active; in the data active means enhancement above about 30%; further: 0% is about no effect
#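 Enhancer read-out: after compound pinning and an initial kinetic agonist-mode read, an EC20 of TRH (10 nM final) was injected and fluo-8 calcium signal (Ex 480/Em 530) followed at 1 s/cycle for 100 cycles in TRHR-expressing cells.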
# * marks the source's active call; other numbers are inactive results; . = not tested or not shown; & = joins results of further samples. Unless noted, no stated cut-off is given here; in the data, active means activation above about 30%; inactive means the rest.
# Start of the data: the first seven entries (preview)
SMILES,D1 agonist,D1 PAM,D1 antagonist,D2 potentiator,TRHR ag,RXFP1 antagonist,D2 antag,D2 ag,TRHR PAM
Cn1cc(CC(=O)N2CCN(c3ccccc3F)CC2)c2ccccc21,0,-5,-3,-7,-0.1,.,-4,0.4,2
CCOC(=O)C1=C(C)Nc2ccccc2N=C1NC(=O)C(CC)c1ccccc1 (stereo unspecified),0,2,3,1,-0.3,-9,-8,-0.1,-5
CCOc1ccc(S(=O)(=O)Nc2ccc(C(=O)NCc3ccncc3)cc2)cc1,5,-5,-10,7,1.1,-2,2,0.3,3
O=C(Nc1ccc(Br)cc1)N1CCc2ccccc2C1,2,-7,0,-21,-1.1,-4,14,-1.1,-6
Cc1cc(C)cc(OCC(=O)N(Cc2ccccc2)C2CCS(=O)(=O)C2)c1 (stereo unspecified),-3,-4,-7,16,-1.3,10,0,-1.0,0
Cc1ccc(S(=O)(=O)c2nc(S(=O)(=O)c3ccccc3)sc2NCCCOC(C)C)cc1,4,-1,4,-1,2.2,-12,.,0.5,1
CCc1ccc2c(CN3CCN(S(=O)(=O)c4cccs4)CC3)cc(=O)oc2c1,6,-4,12,-3,0.3,4,-7,0.8,0

# The list itself (from the top)
SMILES,D1 agonist,D1 PAM,D1 antagonist,D2 potentiator,TRHR ag,RXFP1 antagonist,D2 antag,D2 ag,TRHR PAM
Cn1cc(CC(=O)N2CCN(c3ccccc3F)CC2)c2ccccc21,0,-5,-3,-7,-0.1,.,-4,0.4,2
CCOC(=O)C1=C(C)Nc2ccccc2N=C1NC(=O)C(CC)c1ccccc1 (stereo unspecified),0,2,3,1,-0.3,-9,-8,-0.1,-5
CCOc1ccc(S(=O)(=O)Nc2ccc(C(=O)NCc3ccncc3)cc2)cc1,5,-5,-10,7,1.1,-2,2,0.3,3
O=C(Nc1ccc(Br)cc1)N1CCc2ccccc2C1,2,-7,0,-21,-1.1,-4,14,-1.1,-6
Cc1cc(C)cc(OCC(=O)N(Cc2ccccc2)C2CCS(=O)(=O)C2)c1 (stereo unspecified),-3,-4,-7,16,-1.3,10,0,-1.0,0
Cc1ccc(S(=O)(=O)c2nc(S(=O)(=O)c3ccccc3)sc2NCCCOC(C)C)cc1,4,-1,4,-1,2.2,-12,.,0.5,1
CCc1ccc2c(CN3CCN(S(=O)(=O)c4cccs4)CC3)cc(=O)oc2c1,6,-4,12,-3,0.3,4,-7,0.8,0
C=CCN(c1ccccc1)S(=O)(=O)c1ccc2c(c1)NC(=O)C(C)C(=O)N2 (stereo unspecified),2,-3,0,-5,-0.2,-14,16,-0.4,-1
CCCCCn1c(-c2ccco2)nc2nc3ccccc3nc21,-2,-1,14,18,0.2,-16,-13,0.0,13
CC(=O)N/C(=C/c1ccc2c(c1)OCO2)C(=O)NCc1ccccc1,2,-1,-2,-11,0.5,6,-14,0.9,-1
CCOC(=O)c1ccc(N2C(=O)CC(N3CCC(C(N)=O)(N4CCCCC4)CC3)C2=O)cc1 (stereo unspecified),0,-6,9,1,0.5,10,-20,1.2,3
C=CCNC(=O)/C(=C/c1cccc([N+](=O)[O-])c1)NC(=O)c1ccccc1,0,-5,0,3,0.9,-1,-11,1.2,-4
Cc1cccc2c1-c1sc(C(=O)NCCCN3CCc4ccccc4C3)cc1CO2,0,-17,-32*,-27,0.2,-8,-9,-0.9,1
CN(C)N=C1c2cc(S(=O)(=O)N3CCOCC3)ccc2-c2ccc(S(=O)(=O)N3CCOCC3)cc21,1,6,5,14,-0.6,-10,-11,1.6,-4
CCOc1ccc(C2=Nc3ccccc3C(c3ccc(N4CCOCC4)cc3)=NN2)cc1,0,3,1,7,-0.8,13,-23,0.3,19
CC1CCCC(NC(=O)c2ccc3snnc3c2)C1C (stereo unspecified),1,-6,4,-10,-0.5,13,12,-0.2,-1
CC(=O)N1CCSc2ccc(S(=O)(=O)NCCc3ccc(Cl)cc3)cc21,13,-4,-30,-5,0.0,-16,-7,1.7,-2
Cc1ccc2c(CC(=O)OCc3cc(=O)n4c(n3)sc3ccccc34)coc2c1,4,-7,-5,9,-0.1,-10,.,.,0
O=C(Nc1cccnc1)/C(N=Nc1c(Cl)cccc1Cl)=C(\O)c1ccccc1,7,-4,-3,-7,0.2,3,8,-0.9,-4
O=C(CN1CCCCCCC1)N/N=C/c1ccc([N+](=O)[O-])o1,-1,-3,0,-6,0.4,-29,-8,0.9,-1
COc1ccccc1N1C(=O)S/C(=C\c2cccs2)C1=O,10,-6,-11,1,-0.1,-3,-11,0.2,-3
Cc1nc2nc(SCC(=O)C(C)(C)C)[nH]c2cc1Br,0,-8,-47*,8,0.6,-6,0,0.4,-6
Cc1ccc(CN2CCNC(=O)C2CC(=O)N(C)C2CCOCC2)cc1 (stereo unspecified),2,-6,-33*,-5,-1.7,-4,6,-0.6,-8
Clc1ccc2c(c1)-n1cc(-c3ccccc3)nc1CO2,3,1,5,18,-1.0,.,.,1.1,4
O=C(CSc1nc2nccnc2c(=O)n1CCc1c[nH]c2ccccc12)Nc1ccc(F)cc1,0,2,6,0,0.3,5,.,-0.3,-1
O=C(NCC1CCCCC1)c1ccc(=O)[nH]c1,1,-1,-2,-10,0.8,-6,4,0.1,9
CCOC(=O)Cc1c(C)nc2c(-c3ccc(Cl)cc3)c(C(F)(F)F)nn2c1C,15,-1,-4,-7,3.0,-24,.,0.9,-13
CCC(C(=O)OC(C)C)c1ccc2ccccc2c1 (stereo unspecified),-3,-1,.,0,-0.9,.,-3,-1.4,-5
O=C(CN1C(=O)NC2(CCOc3ccccc32)C1=O)c1ccc(F)c(F)c1 (stereo unspecified),2,-5,-6,.,0.5,-11,.,.,1
CC1(C)CC(=O)N(CC(=O)NCc2ccccc2)c2ccccc2S1(=O)=O,0,6,4,7,0.1,-2,3,-0.1,4
COC(=O)CNc1nc(Cl)nc(NC2CCCCC2)n1,4,-3,-14,-3,0.0,-1,-2,0.0,-1
COc1cc(C)c(CNc2cc(C)cc(C)c2)cc1C,2,-1,15,-3,-0.3,-17,2,0.3,6
O=C(O)/C=C/C(=O)c1ccc2c(c1)CCc1ccccc1-2,-1,1,-5,8,0.0,.,3,1.5,-6
CC1CCN(C(=O)COc2cccc3c2CCN(C)C3=O)CC1,0,-6,-32*,2,0.2,-7,1,-0.2,-2
COC(=O)c1ccc(Cn2nnc3ccccc3c2=O)o1,5,-6,6,4,0.3,14,2,0.1,0
Cc1cc2ncn(S(=O)(=O)N3CCOCC3)c2cc1C,-1,4,5,4,-0.3,10,10,0.4,-7
O=C(c1ccc(Br)cc1)c1cc2ccc(O)cc2oc1=O,19,-5,-8,-14,6.2,-12,-3,9.8,-6
Cc1ccc(-c2nc3ccccc3c(=O)n2CCCN2CCOCC2)cc1,2,-4,1,22,0.2,-2,12,0.2,2
COCCC(=O)N(Cc1ccc2c(c1)OCO2)C(C(=O)NC1CCCCC1)c1ccncc1 (stereo unspecified),1,-5,3,-10,-0.1,1,18,0.2,-1
Cc1ccc(C(=O)N2CCN(S(=O)(=O)c3ccccc3C#N)CC2)cc1S(=O)(=O)N1CCOCC1,0,-7,-8,11,-0.6,-1,-9,0.7,-13
CCOc1ccccc1NC(=O)COC(=O)c1ccccc1SCC(=O)N1CCCC1,3,-6,-9,2,-0.3,-8,1,-0.4,3
O=C(NC(Cc1ccccc1)C(=O)O)/C(=C/c1ccc(Br)cc1)NC(=O)c1ccc(Br)o1 (stereo unspecified),3,0,9,7,-1.3,2,5,0.4,-7
CCOc1ccc(-c2cc(CCCC(=O)NCc3ccc(C)cc3)no2)cc1,6,-2,-9,11,0.2,8,-25,-1.9,1
O=C(Cn1nnc(-c2ccccc2)n1)N1CCN(S(=O)(=O)c2ccc(Cl)cc2)CC1,2,1,8,-1,-0.2,9,-12,0.2,-3
O=C(Nc1ccccc1F)C1CCN(S(=O)(=O)c2cccnc2)CC1,0,4,1,.,1.0,-38,.,.,3
Cc1ccc(C)c(CN2C(=O)c3ccccc3S(=O)(=O)c3ccc(C(=O)N4CCN(C)CC4)cc32)c1,3&2,-8&-2,15&-27,-13&-26,0.0&0.4,9&-19,.,3.0,0&-6
COc1ccc(CNCCC(c2ccc(OC(C)C)cc2)C(C)C)cc1OC (stereo unspecified),35*,2,30,.,3.4,-1,.,.,-1
CCOc1ccc(S(=O)(=O)N2CCN(C(=O)CCOc3ccccc3C)CC2)cc1,5,-6,8,-5,0.3,-7,4,0.6,-2
O=C(O)CCn1c(=S)oc2ccccc21,0,0,2,-8,0.4,-10,-9,0.1,5
Cc1ccc(C)c(CN2C(=O)C(=O)c3ccccc32)c1,-2,-2,-31*,6,4.3,-4,.,-0.2,-4
# The results go on.
SMILES,D1 agonist,D1 PAM,D1 antagonist,D2 potentiator,TRHR ag,RXFP1 antagonist,D2 antag,D2 ag,TRHR PAM
CCN(CC)C(=O)c1sc2c(c1C)c(=O)n(-c1ccc(OC)cc1OC)c(=O)n2CC(=O)c1ccc(Cl)cc1,7,2,16,-9,0.4,-17,.,1.4,18
C[C@H]1[C@H]2c3nc4ccccc4n3C[C@H]1ON2C1CCCCC1,-1,-2,32,6,0.3,.,31*,0.4,-4
COc1ccc(CC(=O)NNC(=O)c2ccncc2)cc1,1,-6,3,-3,-0.1,-27,23,0.5,-7
CCCCN(CC)Cc1c(O)ccc2c3c(c(=O)oc12)CCC3,0,-6,-10,7,0.4,-3,-8,0.7,4
CN(C)C(CNc1ccc(S(C)(=O)=O)cc1[N+](=O)[O-])c1ccccc1 (stereo unspecified),1,-2,-10,0,0.0,-13,2,0.2,-5
CC1=NN(c2ccccc2)C(=O)/C1=C\c1cn(-c2ccccc2)nc1C,2,7,18,4,-1.1,-1,-8,4.8,-7
CC(OC(=O)CCc1nc2ccccc2c(=O)[nH]1)C(=O)c1ccc(Br)cc1 (stereo unspecified),8,-1,0,0,0.5,-6,-7,0.3,-2
Cc1nnsc1C(=O)NC1CCCc2c1cnn2-c1ccc(C(C)(C)C)cc1 (stereo unspecified),17,-1,-2,.,0.4,3,.,.,1
O=C(COc1cccc(F)c1)Nc1nc(-c2cccnc2)cs1,5,-5,-8,-7,-0.2,6,-7,-1.0,-2
CCOC(=O)C1CCN(C(=O)c2ccc3c(c2)sc2nc(-c4ccc(C)cc4)cn23)CC1,1,-2,-19,0,-0.2,-8,.,-0.4,-8
O=C(CCN1C(=O)c2ccccc2C1=O)N1CCN(Cc2ccc(Cl)cc2Cl)CC1,1,11,-4,3,0.2,8,1,0.4,-1
C=CCSc1nnc2c(n1)OC(c1c(C)[nH]n(-c3ccccc3)c1=O)Nc1ccccc1-2 (stereo unspecified),-2,2,-2,-6,-0.5,8,14,-0.5,-3

# Entries of single compounds, quoted from the list. Order of screens: D1 agonist | D1 PAM | D1 antagonist | D2 potentiator | TRHR ag | RXFP1 antagonist | D2 antag | D2 ag | TRHR PAM
# Profile of `CN(C)C(CNc1ccc(S(C)(=O)=O)cc1[N+](=O)[O-])c1ccccc1` (stereo unspecified) = 1 | -2 | -10 | 0 | 0.0 | -13 | 2 | 0.2 | -5
# Profile of `O=C(CCN1C(=O)c2ccccc2C1=O)N1CCN(Cc2ccc(Cl)cc2Cl)CC1` = 1 | 11 | -4 | 3 | 0.2 | 8 | 1 | 0.4 | -1
